# Statin myotox sup = suppression of simvastatin myotoxicity | C2C12 myotubes + simvastatin, ATP luminescence, 48 h; scaled: DMSO 0, geranylgeraniol control 100 | rescue of ATP level, % at 7.49 µM | actives 0.78% (n = 330,000) | AID 602340;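 active = mean ATP rescue above about 67%, or every replicate alone reaching that limit, limit read from the data, passing the limit was not always enough; inconclusive = no clear call, values can overlap the other calls; inactive = mean under the limit and some replicate under it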;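 note: myotubes were challenged with 10 µM simvastatin during compound exposure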
# ERAP1 HTS inh = inhibitors of human ERAP1 aminopeptidase | actives 0.15% (n = 340,000) | AID 652197 | recombinant ERAP1, Leu-AMC fluorescence, 60 min | inhibition, % at 10.7 µM;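 active = mean replicate inhibition of at least 30%, or all replicates individually reaching that 30% level; inactive = mean below 30% and not every replicate reaching it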;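 note: 0% = neutral control wells and 100% = L-leucinethiol positive control wells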
# Target sequence (Q9NZ08 whole entry, looked up): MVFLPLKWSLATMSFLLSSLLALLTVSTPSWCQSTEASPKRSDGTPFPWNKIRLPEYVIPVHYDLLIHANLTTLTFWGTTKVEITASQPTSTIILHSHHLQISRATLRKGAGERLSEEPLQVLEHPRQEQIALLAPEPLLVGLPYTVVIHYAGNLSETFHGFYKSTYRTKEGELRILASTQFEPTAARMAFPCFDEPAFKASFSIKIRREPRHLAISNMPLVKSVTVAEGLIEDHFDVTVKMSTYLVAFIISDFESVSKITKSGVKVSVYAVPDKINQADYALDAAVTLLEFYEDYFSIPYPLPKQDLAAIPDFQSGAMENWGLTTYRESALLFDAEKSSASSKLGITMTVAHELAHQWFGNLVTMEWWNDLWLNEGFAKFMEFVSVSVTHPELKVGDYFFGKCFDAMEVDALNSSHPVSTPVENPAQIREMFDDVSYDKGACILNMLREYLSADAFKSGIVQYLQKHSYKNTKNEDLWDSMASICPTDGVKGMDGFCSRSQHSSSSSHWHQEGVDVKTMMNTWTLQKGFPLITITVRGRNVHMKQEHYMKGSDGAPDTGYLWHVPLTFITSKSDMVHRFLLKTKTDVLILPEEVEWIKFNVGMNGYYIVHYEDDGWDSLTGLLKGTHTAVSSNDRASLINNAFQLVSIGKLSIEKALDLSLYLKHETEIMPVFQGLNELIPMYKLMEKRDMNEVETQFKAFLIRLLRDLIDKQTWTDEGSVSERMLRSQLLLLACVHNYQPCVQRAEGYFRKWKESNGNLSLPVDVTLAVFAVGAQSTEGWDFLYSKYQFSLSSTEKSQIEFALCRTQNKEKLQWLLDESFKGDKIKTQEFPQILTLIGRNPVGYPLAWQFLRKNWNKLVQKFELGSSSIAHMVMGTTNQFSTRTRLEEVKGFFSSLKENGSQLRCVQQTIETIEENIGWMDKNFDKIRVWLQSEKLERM
# PGC1a acetyl inh = lowers PGC1a acetylation signal in U2OS cells. AlphaScreen anti-acetyl-lysine; with virally co-expressed GCN5 acetyltransferase. inhibition, % at 15.6 µM. actives 0.17% (n = 350,000). AID 651687;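 active = every replicate shows inhibition of at least 40%; inconclusive = mean inhibition at least 40% but some replicate below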;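 note: 0% = neutral control wells and 100% = positive control wells; some results beyond the cut were filed as inactive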
# S100A4 inh HTS = blocks human S100A4 binding to myosin IIA peptide. S100A4/TAMRA-MyoIIA peptide fluorescence polarization. inhibition, % at 10.7 µM. P26447. actives 0.14% (n = 360,000);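 active = mean inhibition of at least 70% across replicates, with every replicate also reaching that level; inconclusive = mean inhibition reaches 70% but some replicates fall short; inactive = mean inhibition below 70%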
# Target sequence (P26447 whole entry, looked up): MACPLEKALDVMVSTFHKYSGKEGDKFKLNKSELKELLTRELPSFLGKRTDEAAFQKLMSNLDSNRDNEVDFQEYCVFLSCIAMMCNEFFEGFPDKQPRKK
#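 Material: human S100A4 monomer with TAMRA-labelled myosin IIA peptide; buffer or medium: HEPES pH 7.2 with CaCl2, KCl, NaCl, DTT, Triton; compound dosing: one concentration per compound; schedule: 5 min incubation before reading; benchmarks: neutral control DMSO, positive control TFP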
# XiGFP reactiv = activators of X-chromosome reactivation in mouse fibroblasts; XiGFP mouse fibroblasts, % GFP-positive cells imaging, 3 d; cells co-treated with 5-aza-dC sensitizer; scaled so ellipticine positive control = 100%; activation, % at 7.58 µM; actives 0.055% (n = 360,000);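 active = mean normalized replicate activation at least 10% and every replicate at or above 10%; inconclusive = only one of the two criteria met; inactive = mean below 10% and not all replicates reach 10%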;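 note: 0% = median of on-plate neutral control wells and 100% = ellipticine 6 µM median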
#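 Material: XiGFP fibroblasts, SV40-immortalized. Buffer or medium: DMEM plus 5-aza-dC sensitizer. Compound: single concentration per compound, delivered by pin transfer. Times: 3 days compound exposure. Controls: ellipticine 6 µM.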
# SIRT5 block = inhibitors of human sirtuin-5 desuccinylase | Q9NXA8 | Purified SirT5, succinyl-peptide AMC, trypsin-coupled fluorescence | inhibition, % at 15 µM | actives 1.1% (n = 330,000) | AID 652115; in the data active = inhibition above about 15%; inconclusive = no clear call, values can overlap the other calls
# LGR2 antag = blocks bursicon-induced cAMP signaling via Drosophila LGR2; HEK293 LGR2, CRE-luciferase, bursicon-stimulated, 4 h; inhibition, % at 9.99 µM; actives 0.35% (n = 380,000); AID 720647;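 active = drop in luminescence signal, shown as inhibition above about 50% in the replicate tests, limit read from the data, passing the limit was not always enough; inconclusive = probably only some replicates passing the limit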;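 note: agonist challenge used bursicon conditioned medium at about half maximal strength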
# Cneo AK release = Cryptococcus neoformans lysis via adenylate kinase release | C. neoformans lysis, adenylate kinase release luminescence, 4 h; normalised: neutral wells 0, clomiphene wells 100 | lysis activity, % at 15 µM | actives 0.2% (n = 360,000) | AID 651654;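 active = mean lysis activity across replicates of at least 80%, whatever share of replicates individually reach that level; inactive = mean lysis activity below 80%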
#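 Assay system: Cryptococcus neoformans yeast cells / Dosing: single-point compound dose / Timing: 4 h at 37 °C static, read 1 h later / Measured by: luminescence of released adenylate kinase using an AK detection reagent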
# Numbers without * were called inactive; ? = inconclusive; / = no result given; & = joins results of further samples.
SMILES,Statin myotox sup,ERAP1 HTS inh,PGC1a acetyl inh,S100A4 inh HTS,XiGFP reactiv,SIRT5 block,LGR2 antag,Cneo AK release
COCC(=O)N(Cc1cc2ccc(C)c(C)c2n2nnnc12)C1CCCC1,/,0,-3,-1,0.0,5,18,/
N#CC1=C(N)Oc2n[nH]c(CSc3ccccc3)c2C12C(=O)Nc1ccccc12 (configuration not stated),24,-7,3,-2,/,1,0,0
COc1ccc(C(C)=O)cc1CSc1nc(C)cc(C)n1,/,3,/,0,0.3,-3,-26,/
O=C(Nc1ccccc1)N1CC(=O)N2[C@H](CO)[C@H](c3ccc(C#Cc4cccnc4)cc3)[C@@H]2C1,/,1,40,0,0.1,-4,29,/
CC(=O)/C(N=Nc1ccc(OC(F)(F)F)cc1)=C(\C)O,-11,-2,-2,2,0.3,-2,-6,/
COc1ccc(-c2nc(CS(=O)(=O)CC(=O)NCc3cccc(OC)c3OC)c(C)o2)cc1,2,5,/,1,0.2,-10,-2,1
CN(C)c1ccc(/C(=N\O)C(F)(F)F)cc1,-2,-1,-11,1,/,1,-6,0
C[C@@H]1CCCCO[C@H](CN(C)S(=O)(=O)c2ccc(Cl)cc2)[C@H](C)CN([C@@H](C)CO)C(=O)c2cc(NC(=O)c3ccncc3)ccc2O1,/,1,-3,15,0.0,13,-15,52
COc1cc(OC)nc(Nc2nc(C(C)N)cs2)n1 (configuration not stated),-8,1,-8,-1,0.5,-5,-1,-1
C[C@H](CO)N1C[C@H](C)[C@H](CN(C)S(=O)(=O)c2ccc(F)cc2)OCCCC[C@H](C)Oc2ccc(NS(=O)(=O)c3cn(C)cn3)cc2C1=O,/,2,1,-1,-0.1,-1,-3,5
CC1(c2ccccc2)C(C#N)C(=O)NC(=O)C1C#N (configuration not stated),-7,-4,0,-4,0.3,0,10,-2
NC(=O)C1CCN(C(=O)C2CC(=O)N(c3ccc(F)cc3)C2)CC1 (configuration not stated),/,0,-14,-2,0.2,2,4,0
O=C(O)c1nn(CC(=O)N2CCN(c3ccccc3)CC2)c(=O)c2ccccc12,4,5,/,4,0.5,-1,1,2
C=CCNC(=O)c1nn2cccnc2c1Cl,0,/,2,/,/,/,16,-1
O=C(Nc1cccnc1)c1ccccc1NS(=O)(=O)c1ccc(F)cc1,-4,-2,2,-2,-0.2,1,11,-1
CSc1nc(N)nc2c1ncn2CC(=O)NCC(c1ccccc1)c1ccccc1,-1,-2,/,-7,-0.1,-1,-1,0
Cc1ccc(NC(=O)CCC(=O)NNS(=O)(=O)c2ccc(Cl)cc2)cc1C,1,1,/,1,0.2,-3,-8,3
CC(N=C1NC(C)(C)Cc2ccccc21)C(=O)O (configuration not stated),-7,2,8,0,0.1,0,6,2
O=Cc1c(NCCN2CCOCC2)c2ccccc2[nH]c1=O,2,-1,19,1,0.3,-2,2,-1
O=C1Nc2cccnc2N(C(=O)CCl)c2ccccc21,-75,-3,/,6,0.1,-7,-1,0
C[C@@H]1CN([C@H](C)CO)C(=O)Cc2cc(NC(=O)CCC(F)(F)F)ccc2O[C@H]1CN(C)S(=O)(=O)c1ccccc1,-5,1,4,0,0.0,7,-2,0
CC(C)N(CCNC(=O)c1cn(C)c2ccc(S(=O)(=O)N(C)C)cc2c1=O)Cc1ccccc1,-2,2,/,3,0.0,-5,17,3
Cc1ccc(NC(=O)Nc2cnccn2)cc1C,-10,-4,-3,1,0.0,0,-23,0
O=C(NCCCCc1ccccc1)c1ccc(Br)cc1,-6,-3,-9,0,0.1,4,/,-2
COc1ccccc1CO/N=C/c1cccn1-c1nccc(N(C)C)c1C#N,0,/,-8,/,/,/,2,6

# Complete entries from above. Order of values: Statin myotox sup	ERAP1 HTS inh	PGC1a acetyl inh	S100A4 inh HTS	XiGFP reactiv	SIRT5 block	LGR2 antag	Cneo AK release
# CN(C)c1ccc(/C(=N\O)C(F)(F)F)cc1 is listed as -2	-1	-11	1	/	1	-6	0
# C=CCNC(=O)c1nn2cccnc2c1Cl is listed as 0	/	2	/	/	/	16	-1
# CC(=O)/C(N=Nc1ccc(OC(F)(F)F)cc1)=C(\C)O is listed as -11	-2	-2	2	0.3	-2	-6	/
# COc1ccccc1CO/N=C/c1cccn1-c1nccc(N(C)C)c1C#N is listed as 0	/	-8	/	/	/	2	6
# Cc1ccc(NC(=O)Nc2cnccn2)cc1C is listed as -10	-4	-3	1	0.0	0	-23	0

# Later entries:
SMILES,Statin myotox sup,ERAP1 HTS inh,PGC1a acetyl inh,S100A4 inh HTS,XiGFP reactiv,SIRT5 block,LGR2 antag,Cneo AK release
C=CCn1c(SCC(=O)NCc2ccco2)nnc1-c1ccc2ccccc2n1,28,4,-6,1,/,-4,-4,7
O=C(NC(Cc1c[nH]c2ccccc12)C(=O)Nc1ccc(F)cc1)c1cccs1 (configuration not stated),11,/,-6,/,0.1,/,12,-1
O=C(Nc1ccccc1)N1CCCCN2[C@H](CO)[C@@H](c3ccc(C4=CCCCC4)cc3)[C@H]2C1,-54,3,-14,2,0.1,4,-2,1
CC(C)Cc1ccc(CN2C(C(C)C)C(=O)N(Cc3cn(CCC4OCCO4)nn3)CCS2(=O)=O)cc1 (configuration not stated),5,4,-2,-4,0.0,1,11,-3
CSc1ncc(C(=O)Nc2cc(C)ccc2C)c(C)n1,1,3,11,-1,0.3,0,-15,2
CS(=O)(=O)N1CCN(c2ccc([N+](=O)[O-])cc2C(F)(F)F)CC1,/,1,6,8,0.0,-1,-5,/
CCCN(CC(=O)Nc1ccccc1C)C(=O)c1ccc(-c2ccccc2)cc1,1,0,/,-3,0.2,1,1,4
C[C@H](CO)N1C[C@H](C)[C@@H](CN(C)CC2CCOCC2)Oc2cc(C#Cc3ccccc3F)ccc2S1(=O)=O,-16&2&3,-3&3&1,-10&-19&5,-2&-12&-2,-0.1&-0.1,-3&-11&3,16&5,1&45
O=C(Nc1cccc(F)c1)C1CCCN1C(=O)OCc1ccccc1 (configuration not stated),-3,-3,-9,-1,0.0,-32,-12,-2
CC(=O)[C@H]1[C@H](CCc2ccccc2)NC(=O)N(Cc2ccccc2)[C@@H]1C,2,-1,3,4,-0.3,-5,9,-1
CC(C)c1cc(Cn2c3ccccc3c(=O)n2C(C)C)on1,4,/,-27,-3,0.0,-12,3,0
COCC1CCN(Cc2nc(-c3ccc4c(c3)OCO4)no2)C1 (configuration not stated),/,5,4,-4,0.0,4,-3,/
CCOc1cccc2sc(NC(=O)CCS(=O)(=O)c3ccccc3)nc12,3,-6,19,-7,0.2,0,15,-3
COc1ccc(C(NC(C)=O)c2cc(Cl)c3cccnc3c2O)cc1OC (configuration not stated),/,1,11,1,0.0,-5,-11,/
Cc1csc(=Nc2ccccc2)n1Cc1ccco1,4,13,9,-2,0.3,0,-5,/
CC(=O)Nc1cccc(-c2ccnc3c2CC(C)(C(=O)NCCc2ccccc2)O3)c1 (configuration not stated),-117,9,-23,0,1.4,-7,-28,-2
COc1ccc(S(=O)(=O)Nc2ccc3c(c2)[C@H]2C[C@H](CC(=O)O)O[C@H](CO)[C@H]2O3)cc1,1,0,-4,-10,-0.1,-6,-15,-5
CC(=O)C1=C(C)N(Cc2ccc(F)cc2)C(=S)NC1c1cccc(Br)c1 (configuration not stated),/,3,/,-2,0.3,-1,-10,/
COc1ccc(-c2csc(NC(=S)NC(=O)/C=C/c3ccco3)n2)cc1OC,-56,-1,-6,7,0.4,2,-17,/
CC(=O)N1[C@H](C(=O)NC2CCC2)[C@@H](CO)[C@@H]2Cn3c(ccc(C4=CCCC4)c3=O)[C@@H]21,/,-1,-2,5,0.2,-5,9,/
O=C(C[C@H]1CC[C@@H](NC(=O)CC2CC2)[C@H](CO)O1)NCc1ccccc1,/,1,/,12,-0.3,-5,1,/
Cc1ccc(S(=O)(=O)N(C)C[C@H]2Oc3cc(-c4cccc(F)c4)ccc3S(=O)(=O)N([C@@H](C)CO)C[C@@H]2C)cc1,12,0,-14,5,-0.7,?,-12,-2
O=C(COc1ccc(Cl)cc1)Nc1ccc2c(c1)nc1n2CCOC1,-30,-2,13,-2,0.0,-3,14,-1
COc1ccc(OCC(=O)OCCNC(=O)c2cccnc2)cc1,/,-1,/,2,0.0,-3,15,/
COc1ccccc1C#Cc1ccc([C@H]2[C@H]3CN(C(=O)C4CCC4)CCCCN3[C@H]2CO)cc1,6,/,9,/,0.0,/,-18,11

# Later entries.
SMILES,Statin myotox sup,ERAP1 HTS inh,PGC1a acetyl inh,S100A4 inh HTS,XiGFP reactiv,SIRT5 block,LGR2 antag,Cneo AK release
CC(=O)Oc1ccc(-c2cccc(C(=O)OCC(=O)N(C)c3ccccc3)c2)cc1,/,1,-8,8,0.0,-3,24,2
COc1ccc2c3c([nH]c2c1)[C@@H](CO)N(Cc1ccccc1)CC31CCN(C(=O)c2cccnc2)CC1,/,-1,/,1,0.3,-1,-5,/
CCOc1ccc(S(=O)(=O)N2CCC(C(=O)NCCc3ccccc3)CC2)cc1,8,-3,/,-1,0.1,1,3,5
Cn1c(SCC(=O)Nc2sccc2C#N)nnc1C1CC1,6,-2,1,-8,0.4,-2,-4,0
O=C1C2C3C=CC(C3)C2C(=O)N1c1ccc2c(c1)CCC2 (configuration not stated),/,-5,3,-2,/,1,-32,-7
N#C[C@H]1N[C@@H](CO)[C@H]1c1ccc(C#CC2CCCCC2)cc1,-11,2,2,-3,0.0,6,-7,46
O=C(Cc1ccccn1)N[C@@H]1CC[C@@H](CCn2cc(-c3cccnc3)nn2)O[C@@H]1CO,-1,1,3,1,-0.3,3,8,-3
C[C@@H]1CN([C@@H](C)CO)C(=O)c2cc(-c3ccc(F)cc3)cnc2O[C@@H]1CN(C)C(=O)Nc1ccccc1F,15,5,11,22,1.2,-2,11,-3
CO[C@H]1CN(C)C(=O)c2cc(NS(=O)(=O)c3cn(C)cn3)ccc2OC[C@@H](C)NC[C@H]1C,0,2,?,-8,0.3,-4,4,0
O=C(CCc1nc2ccccc2c(=O)[nH]1)Nc1cccc(S(=O)(=O)N2CCOCC2)c1,-9,1,-8,1,0.0,-1,-1,-1
CC1(c2ccc3ccccc3c2)NC(=O)N(CC(=O)N2CCN(c3ccccc3O)CC2)C1=O (configuration not stated),1,2,-5,8,0.0,-3,12,-2
CCOC(=O)C1=NNC(C(=O)c2ccc(C)cc2)C1c1ccc(C)cc1 (configuration not stated),8,/,-2,/,-0.1,/,-8,1
O=S(=O)(N1CCCCC1)n1nnc2ccccc21,0,/,-8,/,/,/,2,2
CC(=O)c1ccc(NC(=O)c2noc3c2CCC3)cc1,2,5,-18,-15,0.4,-1,64*,-3
CCOC(=O)CSc1ccc(S(=O)(=O)N2CCCCC2)cc1[N+](=O)[O-],0,2,/,-6,0.0,0,/,2
CC(C)c1ccc(NC(=O)COC(=O)COc2ccccc2)cc1,/,-1,/,-7,-0.2,0,/,/
Cc1ccc(CNC(=O)C2CCCN(C(=O)Nc3ccc(F)cc3)C2)cc1 (configuration not stated),4,-5,-5,18,0.0,-3,13,4
COc1cc(/C(C)=N/N2CCOCC2)cc(OC)c1OC,/,-5,0,5,0.0,/,17,/
Cc1cc(-c2n[nH]c(=S)n2/N=C/c2cccs2)n[nH]1,/,6,/,-1,0.8,-1,/,/

# Screening results deposited in PubChem by Broad Institute.

# An excerpt (hit frequency here may not be typical).
